Bioassay records as filed in PubChem BioAssay.
HT1080 IDH1KD tx = toxicity to HT-1080 IDH1 knockdown cells (counter line). HT-1080 IDH1 knockdown viability, ATP luminescence, 48 h. 360,000 compounds, 2% hits. Potency, µM (doses to about 46.1 µM), inactives show at the top dose activity, negative = toxicity, hits mostly cytotoxic;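 further: 0% = DMSO wells and -100% = cell-free medium wells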
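Assay cells: HT-1080 with IDH1 knockdown, 750 per well, RPMI/5% FBS. Exposure: 48 h at 37 °C following 2 h pre-incubation. Read: CellTiter-Glo luminescence; fitted concentration-response, curve class assigned.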
HT1080-NT tox = kills 2HG-producing HT-1080-NT fibrosarcoma cells | HT-1080-NT fibrosarcoma viability, CellTiter-Glo ATP luminescence, 48 h | Potency, µM (titrated, usually from 46.1 µM), inactives show at the top dose activity, negative = less viability, actives largely listed as cytotoxic | 360,000 compounds, 1.6% hits | AID 686970;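 further: NT is the 2HG producing partner of a matched IDH1 knockdown line; 0% = DMSO-treated cells and -100% = media-only wells without cells; nearly all actives have a fitted effect of over 55% in size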
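Toxicity toward the 2HG-producing NT line was scored as %Activity, normalised to DMSO and no-cell wells, from CellTiter-Glo luminescence after 48 hours' treatment.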
GLP1R cytotox = cytotoxic in the GLP-1 receptor inverse agonist counter-screen; HEK293 cAMP-luciferase reporter cells, luminescence, 24 h; Potency, µM (highest dose often 38.3 µM), inactives show at the top dose activity change, negative = inhibition, hits mostly inhibitors; 410,000 compounds, 0.13% hits;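 further: loss of luciferase light is scored as toxicity; on the % scale 0 is the no-effect control and ±100 the full control effect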
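Quantitative HTS format, 1536 wells, 200 cells/uL seeded. Compounds: 23 nL, 24 h, 37 °C. Detection: luciferase reagent, luminescence at 12 min RT; decreased signal taken as cytotoxic.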
TDP-43 yeast inh = inhibitors of TDP-43 toxicity in yeast; Potency, µM (series often up to 46.1 µM), for the others: at the top dose growth rescue (activation), most hits filed as activators; TDP-43 expressing yeast growth rescue, BacTiter-Glo, 24 h; 410,000 compounds, 1.8% hits; further: % of control where 0% means no effect; nearly all actives have a fitted effect of over 50% in size
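Luminescence from BacTiter-Glo reports growth of TDP-43-expressing yeast after 24 hr at 30 deg C with compound. Cells were raffinose-pregrown to mid-log, then seeded in galactose medium at OD600=0.02.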
KB-3-1 tox = kills parental KB-3-1 adenocarcinoma cells; 400,000 compounds, 1.4% hits; Potency, µM (top dose mostly 46.1 µM), for inactives: top-dose activity change, negative = cytotoxic, actives largely listed as cytotoxic; AID 1347075; KB-3-1 viability, CellTiter-Glo ATP luminescence, 72 h; further: on the % scale 0 is the no-effect control and ±100 the full control effect; nearly all actives have a fitted effect of over 60% in size
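Parental KB-3-1 adenocarcinoma cells in phenol-red-free DMEM with 10% FBS were pin-treated with compounds at several concentrations, incubated 72 h at 37 °C, and viability read by CellTiter-Glo luminescence; concentration-effect curves were fitted after normalization.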
GLP1R ag = GLP-1 receptor (human) agonism | Potency, µM (titrated, usually from 45.6 µM), without a hit: top-dose activation, hits mostly activators | HEK293 GLP-1R CRE-luciferase, luminescence, 4-6 h; cells express a hypersensitive GLP-1R form | 380,000 compounds, 0.007% hits | P43220; further: % of control where 0% means no effect
Target sequence (P43220 whole entry, looked up): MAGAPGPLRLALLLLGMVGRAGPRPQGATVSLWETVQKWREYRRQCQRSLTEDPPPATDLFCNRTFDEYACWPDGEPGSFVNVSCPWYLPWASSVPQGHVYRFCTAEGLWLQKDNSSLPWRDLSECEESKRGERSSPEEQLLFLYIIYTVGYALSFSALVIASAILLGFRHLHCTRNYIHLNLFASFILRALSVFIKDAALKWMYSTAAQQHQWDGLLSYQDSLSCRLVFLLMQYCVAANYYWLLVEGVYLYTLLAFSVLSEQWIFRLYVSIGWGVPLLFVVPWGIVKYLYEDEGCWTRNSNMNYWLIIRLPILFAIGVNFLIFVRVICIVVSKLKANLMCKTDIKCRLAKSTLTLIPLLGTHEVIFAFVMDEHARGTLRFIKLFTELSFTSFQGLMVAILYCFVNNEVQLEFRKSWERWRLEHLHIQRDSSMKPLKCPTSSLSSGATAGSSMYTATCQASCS
GLP1R inv ag = GLP-1 receptor (human) inverse agonism; Potency, µM (highest dose often 38.3 µM), for the others: at the top dose activity change, negative = inhibition, actives largely listed as inhibitors; HEK293 GLP-1R CRE-luciferase, luminescence, 24 h; GLP-1R form is constitutively active; 410,000 compounds, 1.6% hits; further: on the % scale 0 is the no-effect control and ±100 the full control effect; nearly all actives have a fitted effect of over 55% in size
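Inverse agonists were sought by their lowering of basal cAMP reporter luciferase output in HEK293 cells stably carrying constitutively active human GLP-1R, after 24 h compound treatment.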
SW480 rereplic = DNA re-replication induction in SW480 cells; AID 624297; SW480 DNA re-replication, Hoechst DNA content imaging, 48 h; 340,000 compounds, 1.8% hits; Potency, µM (top dose mostly 46.1 µM), inactives show at the top dose re-replication activation, usual class: activators; further: % of control where 0% means no effect; nearly all actives have a fitted effect of over 55% in size
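SW480 cells exposed to compounds for 48 hr at 37 C, 5% CO2, then Hoechst-stained 40 min. Nuclear DNA content imaged by fluorescence scanning (405 nm excitation, 500-530 nm emission); re-replication scored as increased high-intensity nuclei.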
KB-V1 cytotox = KB-V1 MDR subline cytotoxicity; Potency, µM (doses to about 46.1 µM), for the others: at the highest dose activity change, negative = cytotoxicity, most hits filed as cytotoxic; 400,000 compounds, 3.4% hits; KB-V1 MDR cells viability, CellTiter-Glo, 72 h; AID 1347076; further: on the % scale 0 is the no-effect control and ±100 the full control effect; nearly all actives have a fitted effect of over 60% in size
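Drug-selected KB-V1 cells, grown in DMEM lacking phenol red with 10% FBS, receive compound titrations; after three days at 37 degrees C, surviving cell ATP is quantified by CellTiter-Glo luminescence and responses normalized and curve-fitted.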
* marks the source's active call; other numbers are inactive results; ? = inconclusive; nt = not tested or not shown; [ ] = dose if it differs, or a comment. The call rests on the fitted dose curve; in most records, active means well fitted curve in the direction sought with a large enough effect; inconclusive means small, poorly fitted or top-dose-only effect, or another doubt; inactive means no such curve, though single readings can be large; an effect the other way counts as inactive or inconclusive. Potency means the concentration at half of the fitted maximal effect.

The opening two entries as a preview:
The line under a structure holds: HT1080 IDH1KD tx, HT1080-NT tox, GLP1R cytotox, TDP-43 yeast inh, KB-3-1 tox, GLP1R ag, GLP1R inv ag, SW480 rereplic, KB-V1 cytotox
CCN(c1ccccc1)S(=O)(=O)c1ccc(NN)nc1
  0%, -7%, -15%, 5%, ?, -3%, -5%, 26%, 0%
COc1ccc(/C=N/NC(=O)Cn2cnc3ccccc3c2=O)cc1OC
  8%, 18%, 4%, 12%, 6%, 7%, 62%[activator], -1%, 14%

This part in full (from the top)
The line under a structure holds: HT1080 IDH1KD tx, HT1080-NT tox, GLP1R cytotox, TDP-43 yeast inh, KB-3-1 tox, GLP1R ag, GLP1R inv ag, SW480 rereplic, KB-V1 cytotox
CCN(c1ccccc1)S(=O)(=O)c1ccc(NN)nc1
  0%, -7%, -15%, 5%, ?, -3%, -5%, 26%, 0%
COc1ccc(/C=N/NC(=O)Cn2cnc3ccccc3c2=O)cc1OC
  8%, 18%, 4%, 12%, 6%, 7%, 62%[activator], -1%, 14%
COc1ccc2cc(CN(CCc3ccccc3)Cc3nnnn3Cc3ccco3)c(=O)[nH]c2c1
  -7%, -1%, 13%, 4%, 0%, -1%, -28%, -6%, -5%
CC(C)(C)n1nc2c(c1NC(=O)Cc1ccc(Cl)cc1)CS(=O)(=O)C2
  20%, 15%, -17%, 17%, 13%, -2%, 14%, 5%, 4%
COc1cc2cc(CCCOC(=O)c3cccc(Br)c3)oc(=O)c2cc1OC
  -6%, 0%, -14%, 8%, -6%, 7%, 15%, -2%, -2%
COc1ccc2[nH]c(C(=O)N(C)Cc3ccccc3)c(C)c2c1
  13%, 16%, 5%, ?, 3%, 18%, ?, -8%, -4%
Cc1[nH]n(-c2ccccc2)c(=O)c1/C=N/c1nn[nH]n1
  -7%, -7%, 0%, -20%, -22%, -2%, -7%, -6%, -22%
COc1ccc(-c2nnc(SC(C)C(=O)Nc3nccs3)n2Cc2ccccc2)cc1OC (stereo not given)
  -19%, -5%, ?, 1%, -15%, 3%, 4%, -5%, -28%
Cc1ccc(NC(=S)NNC(=O)c2nnn(-c3ccccc3)c2C)cc1
  -4%, -13%, -10%, 0%, 2%, -19%, 11%, 71%, 21µM*
Cc1ccc2[nH]c(=O)c(CN(CC3COCCO3)C(=O)Nc3ccccc3C)cc2c1 (stereo not given)
  2%, -8%, -3%, 17%, 22%, -6%, -14%, ?, -19%
COc1ccc(C)cc1NC(=O)c1nn(-c2ccccc2)cc1OC
  15µM*, 15µM*, -4%, 16µM*, ?, 9%, ?, 22%, ?
O=C1C(=O)N(C2CCN(C(=O)c3ccccc3F)CC2)CCN1Cc1ccc(F)cc1
  nt, nt, -11%, 18%, 7%, nt, 1%, nt, ?
Cn1nccc1C(=O)N(CCN1CCCCC1)CC1CCCN(C2CCCC2)C1 (stereo not given)
  -8%, 1%, -17%, -9%, 14%, -10%, -7%, -5%, 4%
O=S(=O)(NC1CCCCC1)c1ccc(Cl)nc1
  0%, 16%, 0%, 12%, 1%, 3%, -2%, 1%, 0%
O=C(OCC(=O)N1CCN(c2ccccc2)CC1)c1cccs1
  -1%, 5%, 22%, 24%, 8%, 0%, 9%, -11%, -2%
COc1cc(OC)cc(C(=O)Nc2ncc3c(n2)CC(C)CC3=O)c1 (stereo not given)
  -2%, 9%, -14%, 18%, 10%, -5%, 1%, 1%, 12%
O=C(/C=C/c1ccc(Br)cc1)NC(=S)N1CCOCC1
  ?, 2%, ?, 3%, 0%, 0%, -9%, 5%, 8%
COc1ccc(CCNC(=O)C(C)SCc2ccccc2)cc1 (stereo not given)
  6%, 13%, -1%, -9%, 12%, 9%, -23%, -14%, 1%
Cc1ccc(CCN2CC(C(=O)NCCc3ccccc3)CC2=O)cc1 (stereo not given)
  2%, 4%, 1%, 4%, 1%, 11%, 7%, -17%, -16%
COc1ccc(S(=O)(=O)NCc2ccccn2)cc1OC
  22%, 13%, 5%, -17%, -16%, -2%, 8%, 0%, 28%
COc1cccc(CNC(=O)CCc2c(C)nc3c(c(C)nn3-c3ccc(C)c(C)c3)c2C)c1
  nt, nt, -20%, 16%, 19%, 10%, -12%, nt, ?
CC1CCN(c2ccc(N3C(=O)C4CCCCC4C3=O)cc2[N+](=O)[O-])CC1 (stereo not given)
  1%, 10%, 9%, 7%, 12%, -12%, 17%, -9%, -21%
CC(C)=CCc1c(-c2ccc(O)cc2O)oc2cc3c(c(O)c2c1=O)C=CC(C)(C)O3
  1%, 1%, -4%, -90%[inhibitor], 0%, -4%, ?, -5%, 14%
CCc1nc(SCC(=O)Nc2cc(OC)ccc2OC)c2c(C)c(C)sc2n1
  ?, ?, -1%, -3%, 4%, 15%, 26%, -12%, ?
COc1ccc(CC(=O)N2CCC(CCC(=O)Nc3ccccc3)CC2)cc1
  -16%, 0%, 0%, 1%, nt, 26%, -8%, 21%, nt
Cc1ccc(Cc2nnc(SCC(=O)Nc3ccccc3C)[nH]c2=O)cc1
  6%, 9%, -13%, 12%, 4%, -4%, 8%, -4%, -5%
Cc1ccc(/C=C/C(=O)NC2=NCCS2)cc1
  -23%, -14%, -4%, 10%, 2%, -19%, ?, -3%, -9%
Cc1cc(NC(=O)c2cc(-c3ccc(Cl)cc3)on2)nn1Cc1ccc(Cl)cc1
  nt, nt, 8%, 9%, ?, nt, -2%, nt, -12%
CC(C)(C(=O)N1CCC1(C)C(=O)NS(=O)(=O)c1cccc(C#N)c1)c1ccccc1 (stereo not given)
  -1%, 14%, -5%, 3%, 0%, -2%, 3%, nt, 0%
O[C@@H]1C2CCCC1[C@]1(O)CCCCC1C2 (stereo not given in full)
  0%, 2%, 66%, 7%, 9%, 2%, -19%, 1%, 0%
O=C(N/N=C\c1cc(Br)ccc1O)c1ccc(S(=O)(=O)N2CCCCC2)cc1
  2.1µM*, ?, -25%, 7%, 0%, 3%, ?, 4%, 0%
CC(C)C(NC(=O)/C(=C\c1ccco1)NC(=O)c1ccco1)C(=O)O (stereo not given)
  10%, 2%, 0%, 24%, 3%, -2%, 19%, ?, 4%
CCN(CC)CCN1C(=O)C(=O)/C(=C(/O)c2c(C)[nH]c(C(=O)OC)c2C)C1c1ccco1 (stereo not given)
  4%, -4%, 2%, 0%, 9%, 4%, 24%, -4%, -3%
O=C(/C=C/c1ccccc1F)c1ccoc1
  ?, ?, -7%, 1%, ?, -8%, 17%, 30%, -17%
COc1ccc(OC)c(CNS(=O)(=O)c2cc(CN3C(=O)c4cccnc4C3=O)ccc2OC)c1
  2%, 4%, -10%, -1%, 15%, 2%, 3%, ?, 9%
CC1CCCN(C(=O)Cn2c(=O)oc3ccccc32)C1 (stereo not given)
  10%, 10%, -15%, 5%, -6%, -5%, 1%, 0%, 4%
Cc1ccc2ncc(C(=O)c3ccc(C)c(C)c3)c(S(=O)(=O)c3ccc(F)cc3)c2c1
  nt, nt, -17%, 21%, 3%, nt, 13µM*, nt, ?
Cc1cc(C)n(-c2cc(N3CCN(C(=O)c4ccc(C(C)(C)C)cc4)CC3)ccc2[N+](=O)[O-])n1
  ?, ?, ?, 5%, ?, -5%, ?, ?, ?
COc1cccc(C2CC(c3ccccc3OC)n3ncnc3N2)c1 (stereo not given)
  -17%, -2%, -12%, 3%, ?, -4%, -20%, 0%, ?
COc1ccc(C(=O)CCC(=O)N2CCN(c3ccc([N+](=O)[O-])cc3)CC2)cc1
  -4%, -7%, -6%, 13%, -22%, 1%, 6%, -32%[inhibitor], -5%
COc1ccc(CNC(=O)C(C)N(Cc2ccco2)C(=O)c2snc(C(N)=O)c2N)cc1 (stereo not given)
  2%, 1%, -10%, -23%, -7%, 0%, -7%, -1%, -18%
COc1cc(CNc2ccc(N3CCCC3)cc2)cc(Cl)c1OC
  ?, 16µM*, ?, 9%, 12µM*, 8%, ?, ?, ?

Part of the list above, field by field:
molecule: Cc1ccc2ncc(C(=O)c3ccc(C)c(C)c3)c(S(=O)(=O)c3ccc(F)cc3)c2c1
  HT1080 IDH1KD tx: nt; HT1080-NT tox: nt; GLP1R cytotox: -17%; TDP-43 yeast inh: 21%; KB-3-1 tox: 3%; GLP1R ag: nt; GLP1R inv ag: 13µM*; SW480 rereplic: nt; KB-V1 cytotox: ?
molecule: CCN(CC)CCN1C(=O)C(=O)/C(=C(/O)c2c(C)[nH]c(C(=O)OC)c2C)C1c1ccco1 (stereo not given)
  HT1080 IDH1KD tx: 4%; HT1080-NT tox: -4%; GLP1R cytotox: 2%; TDP-43 yeast inh: 0%; KB-3-1 tox: 9%; GLP1R ag: 4%; GLP1R inv ag: 24%; SW480 rereplic: -4%; KB-V1 cytotox: -3%
molecule: Cc1cc(C)n(-c2cc(N3CCN(C(=O)c4ccc(C(C)(C)C)cc4)CC3)ccc2[N+](=O)[O-])n1
  HT1080 IDH1KD tx: ?; HT1080-NT tox: ?; GLP1R cytotox: ?; TDP-43 yeast inh: 5%; KB-3-1 tox: ?; GLP1R ag: -5%; GLP1R inv ag: ?; SW480 rereplic: ?; KB-V1 cytotox: ?
molecule: COc1cc(CNc2ccc(N3CCCC3)cc2)cc(Cl)c1OC
  HT1080 IDH1KD tx: ?; HT1080-NT tox: 16µM*; GLP1R cytotox: ?; TDP-43 yeast inh: 9%; KB-3-1 tox: 12µM*; GLP1R ag: 8%; GLP1R inv ag: ?; SW480 rereplic: ?; KB-V1 cytotox: ?
